IMPase inh: IMPase inhibition in cells; CHO-M1 cells, IP1 accumulation, HTRF TR-FRET ratio; inhibition (IP1 accumulation), % at 46.1 µM; 120,000 tested, under 10 active; AID 901; active = well fitted curve in the direction sought with a large enough effect in the signal ratio, not every such curve was filed as active; inconclusive = small, poorly fitted or top-dose-only effect, or a change in a side signal; inactive = no such curve, though single readings can be large or run the other way; the % refers to the signal ratio;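 also: cells stimulated with carbachol in lithium chloride buffer; plate controls were DMSO basal wells for no effect and reference inhibitor wells for full effect; higher means more IMPase inhibition seen as more IP1 and lower FRET ratio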
Target sequence (P97697 whole entry, looked up): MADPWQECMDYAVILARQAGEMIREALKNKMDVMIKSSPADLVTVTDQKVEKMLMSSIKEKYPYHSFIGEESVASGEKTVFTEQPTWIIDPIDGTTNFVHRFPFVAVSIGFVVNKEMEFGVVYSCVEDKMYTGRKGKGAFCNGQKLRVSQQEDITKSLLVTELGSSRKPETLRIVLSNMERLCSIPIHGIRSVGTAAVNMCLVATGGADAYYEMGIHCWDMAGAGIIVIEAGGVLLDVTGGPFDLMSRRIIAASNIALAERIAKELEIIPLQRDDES
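Seeded CHO-M1 cells were dosed with compound at up to 46 uM, stimulated with carbachol for 30 min, then lysed in IP-One detection reagents. Higher IP1 lowers the TR-FRET signal.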
Numbers without * were called inactive; ? = inconclusive.

SMILES	IMPase inh
COc1ccccc1CNC(=O)CCn1c(=O)c2ccccc2n(CC(=O)Nc2ccc(C)cc2C)c1=O	?
CCOc1ccc(NC(=O)Cn2c(=O)n(Cc3ccc(C(=O)NCc4ccc(C)cc4)cc3)c(=O)c3ccccc32)cc1	-6.8
COc1ccccc1N1CCN(c2c(CN3CCCC3)c(=O)oc3ccccc23)CC1	?
CCN(C(=O)CCNC(=O)Cn1cnc2ccccc2c1=O)c1cc(OC)ccc1OC	-5.8
COc1ccc(-c2c(C#N)c(SCC(=O)Nc3ccc(Br)cc3)nc(C)c2C(=O)Nc2ccccc2)cc1	0.8
CCOC(=O)C1CCN(c2cc3c(cc2NC(=O)c2ccc(Cl)cc2)n(C)c(=O)n3C)CC1	-4.1
CCOC(=O)c1ccc(NC(=O)c2cn(-c3ccccc3)nc2-c2ccc(OC)c(OC)c2)cc1	-3.4
Cc1ccc(CN2CCN(CC(=O)NCc3ccccc3Cl)C2=O)cc1	-0.7
Cc1ccc(Cl)c2c1N[C@@H](c1ccc(C(=O)O)cc1)[C@H]1CC=C[C@@H]21	-9.3
O=C(Cn1c(=O)oc2ccccc21)Nc1ccc(C(=O)O)cc1	-8.9
CC1=C(C(=O)OCC2CCCCC2)C(c2cccc(F)c2F)CC(=O)N1 (stereo not drawn)	0.7
CCOC(=O)C1(C)C=C(Nc2cccc(C)c2)C(=O)N1c1ccccc1 (stereo not drawn)	4.7
COc1cccc(-c2nc(S(=O)(=O)c3ccccc3)c(N3CCC(C)CC3)o2)c1	3.2
CCCCOC(=O)/C(C#N)=C/c1ccc(-c2cccc(C(F)(F)F)c2)o1	-13.1
CCOc1ccc(NC(=O)NCCCN2CCN(c3ccc(OC)cc3)CC2)cc1	?
O=C(CSc1nnc(-c2cccc(Cl)c2)o1)N1CCc2ccccc21	-0.4
Cc1ccc(Cl)cc1N1CCN(C(=O)c2cn(C3CCCCC3)c(=O)c3c2c2ccccc2n3C)CC1	0.3
O=C1CC(c2ccccc2)Sc2nc(-c3ccc(F)cc3)nn21 (stereo not drawn)	-2.6
CCCCCn1c(=N)n(CC(O)COc2cccc(C)c2)c2ccccc21 (stereo not drawn)	2.9
Cc1ccc(-c2nnc(Nc3ccc(OCC(N)=O)cc3)c3ccccc23)cc1S(=O)(=O)N(C)C	0.3
Cc1ccn2c(Nc3ccc(C(C)C)cc3)c(-c3cccnc3)nc2c1	5.6
COc1ccc(N2CCN(CCCNC(=O)c3nnc(Cc4ccccc4Cl)o3)CC2)cc1	10.1
Fc1ccc(-c2nc3c4c(-c5ccccc5)c(-c5ccccc5)oc4ncn3n2)cc1	12.5
Cc1ccccc1NC(=O)c1c(NC(=O)c2ccncc2)sc2c1CCC(C(C)(C)C)C2 (stereo not drawn)	7.8
COc1ccc(/C=C(/C#N)c2nc(-c3ccc(-c4ccccc4)cc3)cs2)cc1	-3.8
COc1ccc(-c2[nH]c(-c3cccc(OC)c3)nc2SCC(=O)Nc2ccc3c(c2)OCO3)cc1	3.0
O=c1oc2ccccc2cc1-c1cn2cc(Cc3ccc(Cl)cc3)sc2n1	-13.5
CSc1nc2sc3c(c2c(=O)n1Cc1ccccc1)CCC(C(C)(C)C)C3 (stereo not drawn)	7.3
CCCOc1cccc(C2c3c(oc4ccc(F)cc4c3=O)C(=O)N2Cc2ccc3c(c2)OCO3)c1 (stereo not drawn)	2.0
CCSc1nnc2c(n1)OC(c1cc(OC)c(OC)c(OC)c1)Nc1ccccc1-2 (stereo not drawn)	10.4

Arranged by number of heavy atoms (descending): 14 of the compounds above.
SMILES	IMPase inh
CCOc1ccc(NC(=O)Cn2c(=O)n(Cc3ccc(C(=O)NCc4ccc(C)cc4)cc3)c(=O)c3ccccc32)cc1	-6.8
COc1ccccc1CNC(=O)CCn1c(=O)c2ccccc2n(CC(=O)Nc2ccc(C)cc2C)c1=O	?
Cc1ccc(Cl)cc1N1CCN(C(=O)c2cn(C3CCCCC3)c(=O)c3c2c2ccccc2n3C)CC1	0.3
CCCOc1cccc(C2c3c(oc4ccc(F)cc4c3=O)C(=O)N2Cc2ccc3c(c2)OCO3)c1 (stereo not drawn)	2.0
Cc1ccc(-c2nnc(Nc3ccc(OCC(N)=O)cc3)c3ccccc23)cc1S(=O)(=O)N(C)C	0.3
CCOC(=O)C1CCN(c2cc3c(cc2NC(=O)c2ccc(Cl)cc2)n(C)c(=O)n3C)CC1	-4.1
CCN(C(=O)CCNC(=O)Cn1cnc2ccccc2c1=O)c1cc(OC)ccc1OC	-5.8
Fc1ccc(-c2nc3c4c(-c5ccccc5)c(-c5ccccc5)oc4ncn3n2)cc1	12.5
CCSc1nnc2c(n1)OC(c1cc(OC)c(OC)c(OC)c1)Nc1ccccc1-2 (stereo not drawn)	10.4
COc1ccc(/C=C(/C#N)c2nc(-c3ccc(-c4ccccc4)cc3)cs2)cc1	-3.8
CSc1nc2sc3c(c2c(=O)n1Cc1ccccc1)CCC(C(C)(C)C)C3 (stereo not drawn)	7.3
CC1=C(C(=O)OCC2CCCCC2)C(c2cccc(F)c2F)CC(=O)N1 (stereo not drawn)	0.7
O=C(CSc1nnc(-c2cccc(Cl)c2)o1)N1CCc2ccccc21	-0.4
O=C1CC(c2ccccc2)Sc2nc(-c3ccc(F)cc3)nn21 (stereo not drawn)	-2.6

Remaining list, next part
SMILES	IMPase inh
CN(C)c1ccc(/C=C/c2noc(-c3ccccc3O)n2)cc1	-5.2
COc1ccccc1C(=O)Nc1cc2c(cc1N1CCOCC1)n(C)c(=O)n2C	-2.6
CCCCOc1cccc(NC(=O)c2cccc(C(=O)Nc3cccc(OCCCC)c3)c2)c1	-5.4
Cc1ccc2oc(-c3cccc(NC(=O)c4cccc5c(Br)cccc45)c3)nc2c1	14.6
COc1ccc(C)cc1NS(=O)(=O)c1ccc2c(c1)n(C)c(=O)n2C	-2.2
Cc1ccc(-n2nc3ccc(NC(=O)Cc4ccc(Cl)cc4)cc3n2)cc1	-10.2
CCCCOc1ccc(C(=O)Nc2ccc(S(=O)(=O)Nc3nc(C)cc(C)n3)cc2)cc1	?
CC(C)c1ccc(NC(=O)C2CCN(C(=O)c3ccc(F)cc3)CC2)cc1	2.8
CCc1cccc(C)c1Nc1c(-c2ccc(N(C)C)cc2)nc2ncccn12	-1.8
Cc1cc(OCC(=O)Nc2ccc(C(=O)OC3CCCCC3)cc2)cc(C)c1Cl	-2.5
Cc1cc(NC(=O)C2CCN(S(=O)(=O)c3c(C)noc3C)CC2)ccc1Br	5.1
CCC(C)NC(=O)c1ccc2c(c1)N=C(C)c1cc(C)ccc1S2 (stereo not drawn)	3.0
CCOc1ccccc1-c1nnc(SCc2ccc(Cl)cc2)o1	7.8
CC(C)c1ccc(C2Sc3ccccc3NC3=C2C(=O)c2ccccc23)cc1 (stereo not drawn)	1.3
CCOc1ccc(S(=O)(=O)N(CC(=O)Nc2cccnc2)c2ccccc2)cc1	-1.1
COc1ccccc1NC(=O)c1c(NC(=O)c2ccccc2F)sc2c1CCC2	-8.0
CCOc1cccc(-c2nc3ccccc3c(=O)o2)c1	-6.9
O=C(CCC1N=C2c3ccccc3N=C(SCC(=O)Nc3ccccc3F)N2C1=O)NCc1cccs1 (stereo not drawn)	?
O=C(O)c1ccc(NC(=O)c2cc(S(=O)(=O)N3CCCCC3)c(Cl)cc2Cl)cc1	-1.3
COc1cccc(Nc2nc(-c3ccccc3)c3cc(C)ccc3n2)c1	4.9
CCOc1ccccc1Nc1nc2ccccc2c2nncn12	9.5
COc1ccc(N2CCN(C(=O)c3cn(C4CCCCC4)c(=O)c4c3c3ccccc3n4C)CC2)cc1	-1.3
O=C(C1CCCN(S(=O)(=O)c2ccc(Br)s2)C1)N1CCN(c2cccc(Cl)c2)CC1 (stereo not drawn)	-1.8
CCc1ccc(NC(=O)C2CCCN(S(=O)(=O)c3c(C)[nH]c(=O)[nH]c3=O)C2)cc1 (stereo not drawn)	-1.1
COc1ccccc1C1C=C(c2ccc(F)cc2)Nc2nc(-c3ccc(Cl)cc3)nn21 (stereo not drawn)	-8.2
COc1ccc(N(CC(=O)N2CCc3ccccc3C2)S(=O)(=O)c2ccc(C)cc2)cc1Cl	-0.8
C=C(C)Cn1c(SCC(=O)Nc2cccc(Cl)c2)nc2sc3c(c2c1=O)CCCC3	-17.6
CCOC(=O)c1c(-c2ccc(C)cc2)csc1NC(=O)c1ccc(C(C)(C)C)cc1	-6.3
Cc1cc(=O)oc2cc(OCC(=O)Nc3ccc(O)c(C(=O)O)c3)ccc12	-3.3
CCOC(=O)c1ccc(NC(=O)CSc2nc3cc4ccccc4cc3[nH]2)cc1	?
COc1cc(NC(=O)NCC2CCN(Cc3ccccc3Cl)CC2)cc(OC)c1OC	2.2
COc1ccc(C2CC(=O)c3c([nH]c(C(=O)OC4CCCC4)c3C)C2)cc1OC (stereo not drawn)	1.9
CC(C)c1ccc(NC(=O)c2cn(C3CCCCC3)c(=O)c3c2c2ccccc2n3C)cc1	-0.5
COCCCNC(=O)Cn1c(=O)n(CCCC(=O)NCc2ccc(C)cc2)c(=O)c2ccccc21	7.1
CC(C)c1ccc(/C=C(\C#N)c2nc(-c3cc4ccccc4oc3=O)cs2)cc1	-8.1
COc1ccc(CNC(=O)C(=O)Nc2ccccc2OC)cc1	3.0
COc1ccc(NC(=O)CSc2nc(-c3ccc(OC)cc3)[nH]c2-c2ccc(F)cc2)cc1	0.3
Cc1ccc(-c2nnc(Nc3cccc(Cl)c3)c3ccccc23)cc1S(=O)(=O)NCC1CCCO1 (stereo not drawn)	3.6
CCOC(=O)C1CCCN(CC(=O)N2CCCc3c2c(=O)oc2ccc(OCc4ccccc4)cc32)C1 (stereo not drawn)	-0.7
O=C(CSc1nnc(-c2ccccc2F)o1)N1CCc2ccccc21	18.7
CCNC(=O)c1c(NC(=O)COc2ccc(F)cc2)sc2c1CCCC2	-0.5
CCC1CCc2nc3sc(C(=O)Nc4cccc(C(F)(F)F)c4)c(N)c3cc2C1 (stereo not drawn)	?
COc1ccc(-c2nc3ccccc3s2)cc1NC(=O)c1cc2ccccc2o1	-2.4
CCOc1ccc(NC(=O)CSc2nc3ccccc3nc2N2CCOCC2)cc1	10.1
Cc1cc(C)cc(Oc2nc3ccccn3c(=O)c2/C=C(\C#N)c2nc3ccccc3s2)c1	-12.5
Cc1cccc(C)c1NC(=O)Cn1c(=O)n(CCCS(=O)(=O)C2CCCCC2)c(=O)c2ccccc21	2.4
Cc1ccccc1Nc1nnc(-c2ccc(C)c(S(=O)(=O)N3CCOCC3)c2)c2ccccc12	-9.7
O=S(=O)(Nc1nc2n(n1)C(c1ccccc1)C=C(c1ccc(Cl)cc1)N2)c1ccccc1 (stereo not drawn)	-22.4
CCn1c(=O)sc2cc(NS(=O)(=O)c3ccc(C)cc3)ccc21	-4.5
Cc1ccc(NC(=O)C(=O)NCc2ccc(Cl)cc2)cc1	-2.3
O=C(Nc1ccccc1)c1cc2c(-c3ccccc3)nn(-c3ccccc3)c2s1	1.2
Cc1nc(SCc2cccc(Cl)c2)nc2c1CCCC2	1.9
COC(=O)c1c(NC(=O)/C(C#N)=C/c2ccccc2)sc2c1CCC2	3.3
CC(C)c1ccc2oc(-c3ccc(Cl)c(NC(=O)Cc4ccccc4)c3)nc2c1	-4.6
Clc1ccc(-c2nc3ccccn3c2Nc2ccc3c(c2)OCCO3)s1	1.6
N#C/C(=C\c1ccccc1)c1nc(-c2cc3cc(Br)ccc3oc2=O)cs1	-6.0
Nc1nnc(SCC(=O)Nc2ccccc2)s1	6.1
O=C(NCC1CCN(Cc2cccc(Cl)c2)CC1)Nc1ccc(F)c(Cl)c1	5.8
Cc1cc(NC(c2nnc(-c3ccccc3)o2)c2ccccc2F)ccc1Br (stereo not drawn)	1.4
CCOc1ccc(OCC)c(NC(=O)C2CCN(S(=O)(=O)c3ccc(Br)s3)CC2)c1	3.6
(cont.)
SMILES	IMPase inh
CCc1ccc(C(=O)CC2(O)C(=O)N(CCc3ccccc3)c3ccc(Br)cc32)cc1 (stereo not drawn)	6.4
COc1ccc(C(=O)Nc2nc3n(n2)C(c2ccc(Cl)cc2)C=C(c2ccccc2)N3)cc1OC (stereo not drawn)	?
Cc1cccc(Nc2c(-c3ccsc3)nc3nc(C)cc(C)n23)c1	?
Cc1ccc(NC(=O)CCCn2c3ccccc3c(=O)c3cc(C)ccc32)c(Br)c1	-11.3
COc1ccc(Nc2nc3ccccc3nc2NS(=O)(=O)c2ccc(C)cc2)c(OC)c1	10.7
CCOc1ccc(-c2nc(SCC(=O)Nc3ccc4c(c3)OCCO4)c(-c3ccc(F)cc3)[nH]2)cc1	?
COc1ccc(S(=O)(=O)NCCCO)cc1-c1nnc2c3ccccc3c(C)nn12	?
COc1cc(OC)cc(C(=O)Nc2ccc(S(=O)(=O)Nc3ncccn3)cc2)c1	-6.1
Fc1ccc(NCc2ccccc2-c2nnc(-c3ccccc3Cl)o2)cc1Cl	?
COc1ccc(-c2noc(-c3cccc(OC)c3OC)n2)cc1	-2.4
CCOC(=O)N1CCc2c(sc3c2C(=O)NC(c2ccccc2F)N3)C1 (stereo not drawn)	2.0
CCCOC(=O)c1c(NC(=O)c2cc3nc(-c4ccc(OC)cc4)cc(C(F)(F)F)n3n2)sc2c1CCCC2	-5.3
CCOC(=O)c1cc(NC(=O)c2ccccc2)c(=O)n2c1oc1ccc(Cl)cc12	-4.5
CC(=O)c1ccc(NC(=O)c2cc(-c3ccc(C)s3)nc3ccccc23)cc1	3.8
Cn1nc(-c2ccc(C(=O)Nc3cccc(C(F)(F)F)c3)cc2)c2ccccc2c1=O	-6.9
Cc1noc(C)c1S(=O)(=O)N1CCC(C(=O)Nc2ccc(Br)cc2)CC1	4.1
CCOC(=O)c1ccc(NC(=O)C2Cc3ccccc3C(=O)O2)cc1 (stereo not drawn)	-1.3
CCC(C)c1ccccc1OCC(=O)Nc1ccc(S(=O)(=O)Nc2cc(C)on2)cc1 (stereo not drawn)	3.7
Cc1ccc(NC(=O)c2ccc(-c3cccc(Cl)c3C)o2)cc1	-10.2
N#C/C(=C\c1c(Oc2ccc(F)cc2)nc2ccccn2c1=O)c1nc2ccccc2s1	-0.9
Cc1ccc(S(=O)(=O)c2nc(-c3cccs3)oc2N2CCC(C)CC2)cc1	?

Source: PubChem (National Center for Advancing Translational Sciences (NCATS))

A portion of the library; count on the stated rates, not on these rows.
